Compound activity (PubChem BioAssay)
FBW7 activator – FBW7 E3 ligase activators, primary screen, biochemical, AlphaScreen, human; F-box/WD repeat-containing protein 7 (Homo sapiens), Q969H0; AlphaScreen FBW7–phospho-cyclin E peptide binding, activator screen; normalized activity (activation), % at 26.1 µM; actives 0.13% (n = 650,000); AID 1259310, 2017; in the data active = normalized activity above about 1.9%;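 note: purified mutant Fbw7 with reduced substrate affinity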
GPR151 activ – activators of human GPR151, primary screen, cell-based, PathHunter beta-arrestin, luminescence. PathHunter beta-arrestin GPR151 cells. AID 1508602, 2020. activation, % at 11.2 µM. G-protein coupled receptor 151 (Homo sapiens), Q8TDV0. actives 1% (n = 650,000); in the data active = activation above about 4.9%;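 note: 0% = median of compound wells and 100% = cells with positive control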
Target sequence (Q8TDV0 whole entry, looked up): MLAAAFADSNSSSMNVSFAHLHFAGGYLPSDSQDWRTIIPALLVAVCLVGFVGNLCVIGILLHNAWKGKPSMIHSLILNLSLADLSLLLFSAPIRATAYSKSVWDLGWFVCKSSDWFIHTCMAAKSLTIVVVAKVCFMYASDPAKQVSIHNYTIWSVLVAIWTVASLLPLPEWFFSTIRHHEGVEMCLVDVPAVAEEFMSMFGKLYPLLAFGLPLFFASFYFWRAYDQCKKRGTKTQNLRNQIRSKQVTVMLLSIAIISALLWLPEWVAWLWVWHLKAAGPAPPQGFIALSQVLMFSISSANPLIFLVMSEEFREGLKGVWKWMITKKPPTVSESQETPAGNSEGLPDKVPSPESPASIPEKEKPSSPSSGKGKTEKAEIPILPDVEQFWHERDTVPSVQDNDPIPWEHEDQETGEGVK
MITF primary – MITF inhibitors, primary screen, biochemical, AlphaScreen, human; inhibition, % at 2.6 µM; AID 1259374, 2018; Microphthalmia-associated transcription factor (Homo sapiens), O75030; AlphaScreen MITF homodimerization, bead proximity signal; actives 0.91% (n = 650,000); in the data active = inhibition above about 50%;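 note: 0% = vehicle wells with protein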
Target sequence (O75030 whole entry, looked up): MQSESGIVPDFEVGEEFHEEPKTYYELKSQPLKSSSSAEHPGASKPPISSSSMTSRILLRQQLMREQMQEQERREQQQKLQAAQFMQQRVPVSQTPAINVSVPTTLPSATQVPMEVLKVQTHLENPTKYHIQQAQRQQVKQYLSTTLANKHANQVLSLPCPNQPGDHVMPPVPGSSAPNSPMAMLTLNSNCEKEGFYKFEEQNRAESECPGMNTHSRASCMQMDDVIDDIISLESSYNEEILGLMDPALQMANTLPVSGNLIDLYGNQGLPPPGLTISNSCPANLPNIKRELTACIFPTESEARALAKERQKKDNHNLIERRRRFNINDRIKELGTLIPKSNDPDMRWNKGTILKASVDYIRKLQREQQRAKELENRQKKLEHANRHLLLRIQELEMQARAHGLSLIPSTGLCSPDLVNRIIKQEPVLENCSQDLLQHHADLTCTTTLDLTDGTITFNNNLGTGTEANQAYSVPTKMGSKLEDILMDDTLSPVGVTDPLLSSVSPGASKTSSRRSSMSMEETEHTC
TEAD-YAP inh – TEAD-YAP interaction inhibition, primary screen, TEAD-YAP interaction inhibitor project, luminescence, HEK-TIYL cells | TEAD-Gal4/YAP UAS-luciferase luminescence | inhibition, % at 9.12 µM | actives 1.4% (n = 640,000) | AID 1259422, 2018; in the data active = inhibition above about 32%;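 note: 0% = median of test compound wells and 100% = reference inhibitor wells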
* marks the source's active call; other numbers are inactive results; & = joins results of further samples.

SMILES	FBW7 activator	GPR151 activ	MITF primary	TEAD-YAP inh
CCC(C)N=Cc1c(Nc2ccccc2)nc2c(C)cccn2c1=O (configuration not stated)	-0.1	1.5	8	6
COc1cc(OC)c(/C=C(/C#N)C(=O)NCCc2c[nH]c3ccccc23)c(OC)c1	-0.1	0.2	-2	-5
CCC(C)NC(=O)c1ccc(CNC(=O)c2ccc(Br)cc2)cc1 (configuration not stated)	0.0	-1.0	-11	-1
CCOCCn1c(=NC(=O)c2ccco2)sc2cc(C)ccc21	0.1	5.8*	-7	-47
Cc1cc(NC(=O)C2CC(=O)N(c3ccccc3)C2)ccc1Br (configuration not stated)	0.3	0.4	14	-1
Cc1nnc(SCC(=O)NNC(=S)NC(=O)c2cc3cc(Br)ccc3oc2=O)n1-c1ccccc1	0.0	-0.4	3	-5
CCC(C)(C)NC(=O)c1ccc(C(C)(C)C)cc1	0.2	1.0	8	-19
Cc1cc(OCC(=O)O/N=C(\N)c2ccccc2)ccc1Cl	0.2	-0.8	8	-8
CC[C@H](c1ccc(O)cc1)[C@@H](CC)c1ccc(O)cc1	0.0	0.3	5	-3
C/C(=N\N1C(=O)c2ccccc2NC12CCCC2)c1ccccc1O	0.1	-1.1	7	-50
COc1ccc(CN2CCc3nnc(C(C)C)n3CC2)cc1C	-0.1	0.4	-3	4
CCCn1c2c(c(=O)n(C)c1=O)C(c1cc(OC)c(OC)c(OC)c1)C1=C(COC1=O)N2 (configuration not stated)	0.0	2.0	4	1
CC(C)OC(=O)c1ccc(N2C(=O)C3CCCCC3C2=O)cc1 (configuration not stated)	0.3	0.5	10	-7
Oc1ccc(CNCc2cccs2)cc1	-0.1	1.4	-2	-3
Cc1ccc(NC(=O)/C=C/c2ccc(C)o2)cc1	0.0	1.7	6	-54
COC(=O)C(CCSc1cc(Cl)nc(Cl)c1)NC(=O)OC(C)(C)C (configuration not stated)	-0.2	1.8	-2	0
Cc1cccc(-c2ncc(CN3CCCC(CNC(=O)c4ccc5c(c4)OCO5)C3)cn2)c1 (configuration not stated)	-0.2	-1.0	4	-5
COc1cc(COc2cc3oc(=O)c4c(c3cc2Cl)CCC4)cc(OC)c1OC	0.1	0.5	9	5
COc1ccc(CN2CCCN(C)CC2)cc1OC	-0.2	0.1	43	6
c1cnc2nc(CSc3ncnc4sc5c(c34)CCC5)cn2c1	-0.1	-0.8	7	-11
COC(=O)c1c(NC(=O)CCN2C(=O)c3ccccc3C2=O)sc(C)c1-c1ccccc1	-0.1	-2.6	14	0
CCOC(=O)c1[nH]c(C)c(/C=C/C2=CCN(C)CC2)c1C	0.2	0.1	15	15
O=c1[nH]c2cc(Cl)ccc2c(-c2ccccc2)c1SC1=NCCS1	0.0	-0.5	14	20
COc1cc(/C=N/NC(=O)Cc2ccc(Cl)cc2)cc(Br)c1O	-0.1	1.6	-5	-2
O=C(Nc1ccc(Cl)c(Cl)c1)c1cc(Cl)ccc1NS(=O)(=O)c1ccc(Cl)cc1	0.1	0.9	-12	-4
Cc1ccc(NC(=S)NNP2(=O)C=C(c3ccccc3)OC(c3ccccc3)=C2)cc1	-0.1	0.2	-1	-5
CN(Cc1ccccc1)C(=O)CSc1nnc(Nc2ccccc2)s1	-0.2	1.1	-9	0
O=C(N/C(=C\c1ccc(Cl)cc1)C(=O)N1CCCCC1)c1ccccc1	0.0	1.6	-6	-11
Cc1ccc2onc(CC(=O)Nc3ccc(Cl)cc3)c2c1	0.1	-1.1	6	3
CC(C)(O)C(=O)NN(C(=O)c1ccc(F)cc1)c1ccccc1	0.2	0.4	14	-4
COc1ccc(-c2nc(NCCN3CCOCC3)c3ncn(-c4ccccc4)c3n2)cc1	0.4	-0.8	16	47*
COCCCn1c(=O)/c(=C\c2ccccn2)s/c1=C(/C#N)C(=O)NC1CCCCC1	-0.2	0.2	-4	3
CCCCCN(C(=O)NC(=O)NCC(O)c1ccc([N+](=O)[O-])cc1)S(C)(=O)=O (configuration not stated)	0.2	1.4	-5	2
Cc1cc(C)cc(NC(=O)CN(c2cccc(C(F)(F)F)c2)S(=O)(=O)c2ccccc2)c1	-0.1	1.1	-3	2
COc1ccc(/C(C)=N/Nc2ccccn2)cc1OC	-0.3	0.2	11	-41
CCOCC(O)CNCc1c(C(=O)N(C)CCc2ccccc2)nc2sccn12 (configuration not stated)	-0.1	0.5	-9	0
O=c1cc2oc3cc(O)c(O)cc3c(-c3ccccn3)c-2cc1O	-1.6	-1.1	86*	5
Cc1ccc(C(=O)/C=C\Nc2ccc(Cl)cn2)cc1	0.1	-0.5	-15	-51
COc1ccc(S(=O)(=O)NCCC(C)C)cc1C	-0.1	0.3	-4	-2
CC1(C)CC(CNCc2ccc(O)cc2)(c2ccccc2)CCO1 (configuration not stated)	-0.2	-1.3	-3	6
CCCNC(=O)C(=O)N/N=C/c1cccc(OC)c1	0.0	0.4	-3	0
CC(C)N(CCNC(=O)c1cccc(NCc2ccc3c(c2)OCO3)n1)C(C)C	-0.1	-1.6	16	2
N#Cc1ccc(COC(=O)c2ccc(F)cc2F)cc1	-0.3	1.1	-2	9
Cc1ccccc1C1CCN(CCNC(=O)CCC2(Cc3cccs3)CCC(=O)N2)C1 (configuration not stated)	-0.1	0.0	7	-2
CC1CN(C(=O)N2CCC(C(=O)NCc3ccccc3F)CC2)c2ccccc2O1 (configuration not stated)	0.7	2.8	16	-5
O=C(c1cc([N+](=O)[O-])ccc1Cl)N1CCCC1	-0.1	-0.4	-10	-4
O=C1N(c2ccccc2)C2CS(=O)(=O)CC2N1c1cccc([N+](=O)[O-])c1 (configuration not stated)	0.3	-1.6	15	1
CC(C)(C)c1ccc(OC(=O)N2CCOCC2)cc1	-0.1	0.5	-3	-50
Cc1cc(NC2CCN(Cc3ccccc3)CC2)nc(N2CCN(c3ccccn3)CC2)n1	-0.1	-0.4	-1	10
O=C(c1cc2c3c(c1O)CCCN3CCC2)C(F)(F)F	0.0	0.5	6	-4
O=C(C(NS(=O)(=O)c1cccs1)c1ccccc1)N1CCc2ccccc21 (configuration not stated)	0.0	0.2	-5	10
Cc1ccc(CN(Cc2ccccn2)C(=S)Nc2ccc(C)c(Cl)c2)cc1	-0.1	2.3	-1	-24
O=C(Cn1cnc(-c2ccc(Cl)cc2)cc1=O)Nc1ccncc1	-0.4	-0.7	-9	4
CCOC(=O)c1ccc(NC(=O)[C@@H](NC(N)=O)C(C)C)cc1	0.5	-0.6	10	-4
COc1ccc2[nH]c3nc(SCC(=O)Nc4ccc(C(=O)O)cc4)nnc3c2c1	1.3	0.7	17	11
CC(C)(C)c1ccc(CSc2nc3ccc(NC(=O)/C=C/c4ccccc4)cc3s2)cc1	0.0	-1.6	-13	8
COc1ccc(CCNc2nc(Nc3cc(OC)c(OC)c(OC)c3)nc3c2ncn3Cc2ccc(C(F)(F)F)cc2)cc1	0.0	0.9	-3	18
Cc1ccc(C)c(S(=O)(=O)c2nnn3c2nc(NC(C)C)c2ccccc23)c1	-0.1	1.1	3	3
CCOC(=O)N1CCN(C(=O)Nc2ccc(Cl)cc2Cl)CC1	0.1	5.1*	-29	6
CCOC(=O)c1c(C)c(C(=O)NC2CCCCC2C)c(C)n1CC (configuration not stated)	0.2	-0.2	16	0
(cont.)
SMILES	FBW7 activator	GPR151 activ	MITF primary	TEAD-YAP inh
O=c1c2cnn(-c3ccccc3)c2ncn1Cc1ccc(Br)cc1	-0.1	0.2	-3	-3
CCCOC(=O)c1ccc(NC(=O)C(C)(C)C)cc1	0.1	0.0	-13	-31
C/C(CN1C(=O)c2ccccc2C1=O)=N\NC(=O)C(O)(c1ccccc1)c1ccccc1	-0.2	-0.4	0	-6
CC(=O)NC1C(=O)N=C(SC(C)C(=O)Nc2cccc(Cl)c2)NC1=O (configuration not stated)	-0.2	-0.8	17	8
CC(=O)Nc1ccccc1NC(=O)C/C(C)=N/NC(=O)Cc1cnc(N)s1	-0.9	-0.8	18	2
Cc1cc(=O)oc2cc(OC(C)C(=O)NC(N)=O)ccc12 (configuration not stated)	0.2	0.8	4	0
COc1cc(-c2nc3ccc(C(=O)NC4CCCC4)cc3nc2-c2cc(OC)c(OC)c(OC)c2)cc(OC)c1OC	0.8	-0.5	12	-2
CCOC(=O)COc1ccc2ccccc2c1/C=C(\C)[N+](=O)[O-]	0.0	0.6	10	5
Cc1ccc(S(=O)(=O)Nc2ccc(Br)cc2)cc1S(=O)(=O)Nc1ccc(Br)cc1	0.2	-0.4	53*	5
CCCCOc1cccc(OCCCN2CCN(C)CC2)c1	0.2	0.2	-8	6
CCCCCCN(CCCCCC)C(=O)Cc1c(-c2ccc(F)cc2)[nH]c2ccccc12	0.0&0.0	1.3&-1.2	-5&9	-6
N/C(=N\OC(=O)c1ccccc1[N+](=O)[O-])c1ccncc1	0.6	-0.6	35	-34
Cc1cccc(Nc2nc(-c3ccccc3)c3cc(Cl)ccc3n2)c1	0.2	1.2	-1	-3
Cc1cc(C(=O)NCC2CCC3(CCN(Cc4ccsc4)CC3)O2)n(C)n1 (configuration not stated)	0.1	-0.9	17	-22
COc1ccc(C(=O)Nc2ccc(-c3nc4ccccc4o3)c(O)c2)cc1Br	-0.1	-2.0	-3	-36
Cc1ccc(Nc2ncnc3sc(C)c(C)c23)cc1F	-0.1	3.3	-9	-25
Cc1cccc(Cn2nnc3c(=O)[nH]c(C4CCN(C(=O)c5ccccc5)CC4)nc32)c1	0.2	-1.5	7	-5
COC(=O)c1ccc(NC(=O)CC2C(=O)N(c3cccc(C)c3)C(=O)N2C2CC2)cc1 (configuration not stated)	0.3	1.6	-24	5
CCOc1cc(/C=C2\SC(N3CCCC(C)C3)=NC2=O)ccc1O (configuration not stated)	0.1	-0.8	12	-18
CC(=O)Nc1ccc(NC(=O)Cc2cn(-c3ccc(N4CCN(Cc5ccc6c(c5)OCO6)CC4)nn3)c3ccccc23)cc1	-0.2	-0.2	0	2
CN1C(=O)C(C)(C)c2cc(S(=O)(=O)N3CCCC(C(=O)NCc4ccco4)C3)ccc21 (configuration not stated)	1.0	2.0	-5	-2
CCOC(=O)C1=C(C)NC(=S)NC1c1ccc(OCc2ccccc2)c(OCC)c1 (configuration not stated)	-0.1	0.1	1	-11
O=C(NCCCN1CCCC1=O)c1ccc2nc(NCc3cccnc3)sc2c1	-0.2	-0.6	7	-5
Cc1cc(=O)[nH]c(NNc2ccccc2)n1	0.0	-0.6	3	5

A different layout for part of the listing above:
Results follow in this order: FBW7 activator	GPR151 activ	MITF primary	TEAD-YAP inh
- CCCCOc1cccc(OCCCN2CCN(C)CC2)c1
    0.2	0.2	-8	6
- CCCCCCN(CCCCCC)C(=O)Cc1c(-c2ccc(F)cc2)[nH]c2ccccc12
    0.0&0.0	1.3&-1.2	-5&9	-6
- N/C(=N\OC(=O)c1ccccc1[N+](=O)[O-])c1ccncc1
    0.6	-0.6	35	-34
- Cc1cccc(Nc2nc(-c3ccccc3)c3cc(Cl)ccc3n2)c1
    0.2	1.2	-1	-3
- Cc1cc(C(=O)NCC2CCC3(CCN(Cc4ccsc4)CC3)O2)n(C)n1 (configuration not stated)
    0.1	-0.9	17	-22
- COc1ccc(C(=O)Nc2ccc(-c3nc4ccccc4o3)c(O)c2)cc1Br
    -0.1	-2.0	-3	-36
- Cc1ccc(Nc2ncnc3sc(C)c(C)c23)cc1F
    -0.1	3.3	-9	-25
- Cc1cccc(Cn2nnc3c(=O)[nH]c(C4CCN(C(=O)c5ccccc5)CC4)nc32)c1
    0.2	-1.5	7	-5
- COC(=O)c1ccc(NC(=O)CC2C(=O)N(c3cccc(C)c3)C(=O)N2C2CC2)cc1 (configuration not stated)
    0.3	1.6	-24	5
- CCOc1cc(/C=C2\SC(N3CCCC(C)C3)=NC2=O)ccc1O (configuration not stated)
    0.1	-0.8	12	-18
- CC(=O)Nc1ccc(NC(=O)Cc2cn(-c3ccc(N4CCN(Cc5ccc6c(c5)OCO6)CC4)nn3)c3ccccc23)cc1
    -0.2	-0.2	0	2
- CN1C(=O)C(C)(C)c2cc(S(=O)(=O)N3CCCC(C(=O)NCc4ccco4)C3)ccc21 (configuration not stated)
    1.0	2.0	-5	-2
- CCOC(=O)C1=C(C)NC(=S)NC1c1ccc(OCc2ccccc2)c(OCC)c1 (configuration not stated)
    -0.1	0.1	1	-11
- O=C(NCCCN1CCCC1=O)c1ccc2nc(NCc3cccnc3)sc2c1
    -0.2	-0.6	7	-5
- Cc1cc(=O)[nH]c(NNc2ccccc2)n1
    0.0	-0.6	3	5

The listing continues:
SMILES	FBW7 activator	GPR151 activ	MITF primary	TEAD-YAP inh
CCCOC(=O)C1=C(C)NC2=C(C(=O)CC(C)(C)C2)C1c1ccc(O)c([N+](=O)[O-])c1 (configuration not stated)	-0.1&0.1	-1.3&-0.5	5&-1	7&11
CCCCNC(=O)CS(=O)Cc1nc(-c2ccc(C)cc2)oc1C (configuration not stated)	0.1	1.0	11	12
CC(=O)c1ccc(S(=O)(=O)Nc2c(C)cccc2C(C)C)cc1	0.0	-0.4	-5	-3
Cn1c(-c2cccc([N+](=O)[O-])c2)cnc1NC(=O)c1ccccc1	-0.3	0.9	1	-2
COc1cc(/C=C2\SC(=N)N(c3ccc(Br)cc3)C2=O)ccc1OCC#N	0.1	0.5	-1	3
COc1ccc(CCNc2nc(N3CCN(c4ccccn4)CC3)nc3c2ncn3C2CCCCC2)cc1	-0.3	3.5	2	16
CCC(C(=O)NC1CCCCC1)N(Cc1cccs1)C(=O)c1snc(C(N)=O)c1N (configuration not stated)	-0.1	-0.8	-3	8
COc1ccccc1NC(=O)c1cc2ccccc2cc1O	-0.2	-0.9	4	-28
